Screens as filed in PubChem.
DENV2 CPE: DENV2-induced cell death inhibition. DENV2-infected cells, cytopathic effect rescue, plate reader. hit rate 1.7% among 350,000. CPE inhibition, % at 9.99 µM; in the data active = CPE inhibition above about 20%, passing the limit was not always enough; inconclusive = no clear call, values can overlap the other calls; tested in BHK-21 cells;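 also: 0% = median of neutral control wells and 100% = median of positive control wells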
SIRT5 inh: blocks human SIRT5 desuccinylation of peptide; hit rate 1.1% among 330,000; Q9NXA8; Purified SirT5, succinyl-peptide AMC, trypsin-coupled fluorescence; inhibition, % at 15 µM; in the data active = inhibition above about 15%; inconclusive = no clear call, values can overlap the other calls
Target sequence (Q9NXA8 whole entry, looked up): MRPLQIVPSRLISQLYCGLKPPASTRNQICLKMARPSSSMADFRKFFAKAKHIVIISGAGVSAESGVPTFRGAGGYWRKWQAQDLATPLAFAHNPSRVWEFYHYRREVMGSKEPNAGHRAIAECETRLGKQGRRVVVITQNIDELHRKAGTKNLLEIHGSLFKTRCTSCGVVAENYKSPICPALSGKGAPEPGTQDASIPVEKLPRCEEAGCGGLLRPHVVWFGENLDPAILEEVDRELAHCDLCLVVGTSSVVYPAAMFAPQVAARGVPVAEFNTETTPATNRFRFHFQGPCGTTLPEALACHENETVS
ERAP1 inh: inhibitors of human ERAP1 aminopeptidase; Q9NZ08; recombinant ERAP1, Leu-AMC fluorescence, 60 min; inhibition, % at 10.7 µM; hit rate 0.15% among 340,000;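 active = mean replicate inhibition of at least 30%, or all replicates individually reaching that 30% level; inactive = mean below 30% and not every replicate reaching it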;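 also: 0% = neutral control wells and 100% = L-leucinethiol positive control wells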
ERp5 inh: inhibitors of human ERp5; ERp5 insulin aggregation, absorbance 650 nm, 90 min; hit rate 0.05% among 350,000; Q15084; inhibition, % at 9.99 µM;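 active = mean replicate inhibition above about 25%, with every replicate also reaching it, limit read from the data, passing the limit was not always enough; inconclusive = only one of those two criteria met; inactive = neither criterion met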
Target sequence (Q15084 whole entry, looked up): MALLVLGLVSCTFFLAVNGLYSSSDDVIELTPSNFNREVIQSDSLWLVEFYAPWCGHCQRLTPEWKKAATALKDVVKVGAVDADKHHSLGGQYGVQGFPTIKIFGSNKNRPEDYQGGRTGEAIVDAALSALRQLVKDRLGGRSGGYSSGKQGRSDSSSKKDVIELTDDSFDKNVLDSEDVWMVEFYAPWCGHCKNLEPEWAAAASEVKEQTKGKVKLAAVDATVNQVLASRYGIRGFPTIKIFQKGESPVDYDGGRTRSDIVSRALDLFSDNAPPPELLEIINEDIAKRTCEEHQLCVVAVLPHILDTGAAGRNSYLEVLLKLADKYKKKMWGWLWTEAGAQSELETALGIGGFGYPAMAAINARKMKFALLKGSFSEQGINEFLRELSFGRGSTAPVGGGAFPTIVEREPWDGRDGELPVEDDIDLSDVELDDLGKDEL
miR-122 sensor: miR-122 inhibition in Huh7 cells. hit rate 0.3% among 340,000. activation (reporter increase), % at 12.5 µM. Huh7 miR-122 Renilla luciferase sensor, 48 h; neutral wells = 0, positive control = 100;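 active = mean replicate activation score at least 90 and every replicate individually at or above 90; inconclusive = only one of the two criteria met; inactive = neither criterion met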;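 also: higher luciferase means less miR-122 activity so hits act as miR-122 inhibitors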
CFTR F508del cor: CFTR F508del correction in bronchial cells | activity (quench increase), % at 7.58 µM | hit rate 0.36% among 350,000 | CFBE cells, YFP halide quenching; stimulated with forskolin plus potentiator P3; % fluorescence drop versus neutral controls;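 active = mean added fluorescence quench of at least 8% versus neutral control, with both replicates also reaching 8%; inconclusive = only one of the mean or replicate conditions met; inactive = mean below 8% and not both replicates reaching 8%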;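 also: cells transiently co-express mutant CFTR-F508del with the halide-sensitive YFP; corrector assay measuring rescue of mutant channel to the surface after 24 h compound exposure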
CASP6 VEID inh: blocks human caspase-6 cleavage activity | purified caspase-6, Z-VEID-R110 cleavage fluorescence | inhibition, % at 12.5 µM | hit rate 0.53% among 350,000;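 active = mean inhibition across replicates at least about 35%, with every replicate also reaching that limit, limit read from the data; inconclusive = only one of the two criteria met; inactive = neither criterion met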;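 also: 0% = median of neutral control wells and 100% = no fluorescence left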
Target sequence (P55212 24-179 limits assumed): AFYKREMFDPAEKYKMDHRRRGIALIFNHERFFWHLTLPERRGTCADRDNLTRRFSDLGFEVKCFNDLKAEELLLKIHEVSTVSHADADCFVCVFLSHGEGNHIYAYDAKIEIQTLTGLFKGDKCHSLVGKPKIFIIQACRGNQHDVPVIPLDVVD
Target sequence (P55212 194-293 limits assumed): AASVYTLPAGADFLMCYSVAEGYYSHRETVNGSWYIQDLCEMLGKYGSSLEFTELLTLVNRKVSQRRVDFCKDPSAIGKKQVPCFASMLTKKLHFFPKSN
Active calls of the source: *; u = inconclusive; x = not tested or not shown; & = joins results of further samples; [ ] = remark or other dose.

SMILES	DENV2 CPE	SIRT5 inh	ERAP1 inh	ERp5 inh	miR-122 sensor	CFTR F508del cor	CASP6 VEID inh
CCCN(C)C[C@@H]1OCCCC[C@@H](C)Oc2ccc(NS(=O)(=O)c3cn(C)cn3)cc2C(=O)N([C@@H](C)CO)C[C@@H]1C	3	-1	1	-2	8[16.7 µM]	1.1	-1
CCCc1cc(C(=O)N2CCCC(CO)(CCCc3ccccc3)C2)n(C)n1 (configuration not stated)	-4	-3	0	8	-5	-5.2	-1
O=C(CNC(=O)c1cccs1)OCC(=O)c1ccc(Cl)cc1	1	-4	-3	-2	0	0.7	0
COc1ccccc1OCCNC(=O)Cc1ccc(S(=O)(=O)N2CCOCC2)s1	-7	1	3	4	2	1.8	-3
Cc1noc(C)c1S(=O)(=O)Nc1ccc2c(c1)CC(=O)N([C@@H](C)CO)C[C@@H](C)[C@@H](CN(C)Cc1ccncc1)O2	-1	x	3	-9	17[16.7 µM]	1.2	-6
CCCc1ccc(C(=O)/C=C/N(C)C)cc1	-8	-4	-2	2	-5	-0.3	-1
CCn1c(O)c(C=NC2CCCC(C)C2C)sc1=S (configuration not stated)	0	1	1	-4	x	0.3	0
COC(=O)c1cc2occc2n1CC(=O)Nc1ccc(OC)c(OC)c1	x	x	2	-4	-2	x	1
CC(OC(=O)CNC(=O)c1ccc(Br)cc1)C(=O)NC1CCCCC1C (configuration not stated)	3	-2	-3	1	-3	-0.6	0
CCOc1ccccc1NC(=O)C(OC(=O)C1CC1)c1ccccc1 (configuration not stated)	8	-1	2	0	3	-2.7	-2
O=C(COc1cc(Cl)c(Cl)cc1Cl)Nc1ccc([N+](=O)[O-])cc1Cl	-3	0	2	5	8	-0.1	-2
Cc1ccc(-n2c(C)c(C)c3c(NCCO)ncnc32)cc1	-6	1	2	3	x	5.1	1
CCCCOc1ccccc1C(=O)NNC(=S)NC(=O)c1ccccc1[N+](=O)[O-]	-9	2	-1	4	12	-3.5	-2
Cc1noc(C)c1S(=O)(=O)Nc1ccc2c(c1)C(=O)N([C@@H](C)CO)C[C@@H](C)[C@H](CN(C)Cc1ccc(C(F)(F)F)cc1)OCCCC[C@@H](C)O2	1	17*	1	8	-15[16.7 µM]	-1.7	1
O=C(C[C@H]1CC[C@H](NC(=O)C2CCC2)[C@@H](CO)O1)NCc1ccncc1	-1	-2	0	-3	x	-1.3	-1
C[C@H]1CN([C@@H](C)CO)C(=O)c2cc(NS(=O)(=O)c3ccc(Cl)cc3)ccc2O[C@@H]1CN(C)C(=O)NC1CCCCC1	0	-11	1	-6	-4[16.7 µM]	-2.2	-1
CSc1nc2nccc(-c3ccc4c(c3)OCO4)n2n1	1	1	-2	0	-1	-0.3	0
COc1ccc(S(=O)(=O)N(C)C[C@@H]2Oc3ccc(NC(=O)CCCCCC(=O)Nc4ccccc4N)cc3CC(=O)N([C@H](C)CO)C[C@@H]2C)cc1	10	-1	0	-2	-4[16.7 µM]	2.9	-1
COc1ccccc1N(C)S(=O)(=O)c1ccc(C(=O)N(CC(N)=O)C(C)C)cc1	x	8	2	3	x	x	2
C[C@H](CO)N1C[C@H](C)[C@H](CN(C)S(=O)(=O)c2cccs2)Oc2ncc(C#Cc3cccc(F)c3)cc2C1=O	-5	6	0	3	-4[16.7 µM]	-1.8	-5
CCS(=O)(=O)Nc1ccc(C2=NN(C(=O)c3ccccc3)C(c3cccs3)C2)cc1 (configuration not stated)	2	4	3	0	-11	1.4	1
O=S(=O)(N[C@H]1CC[C@H](CCn2cc(C3(O)CCCC3)nn2)O[C@@H]1CO)c1ccc(F)cc1	9	-3	1	1	x	0.0	-1
COc1cccc2sc(NNC(=O)C3COc4ccccc4O3)nc12 (configuration not stated)	0	1	-1	6	x	-1.9	-2
O=[N+]([O-])c1ccc(O)c(/C=N/Nc2ccccc2[N+](=O)[O-])c1	-2	0	1	0	-7	1.5	1
O=C(O)c1c(-c2ccccc2)c(-c2ccccc2)nc2ccccc12	-2	1	-3	2	-5	-0.2	5
Carrying on.
SMILES	DENV2 CPE	SIRT5 inh	ERAP1 inh	ERp5 inh	miR-122 sensor	CFTR F508del cor	CASP6 VEID inh
O=C(OCC(=O)N1CCOCC1)c1cnc(Cl)c(Cl)c1	4	-2	-1	-1	x	-2.8	-5
O=C(O)c1cccc(Cn2cc(Cl)cn2)c1	x	-2	2	3	x	x	5
CCC1(C(N)=O)CC2C=CC1C2 (configuration not stated)	-4	x	-3	5	-4	-0.2	12
NC(=O)c1cccnc1Nc1ccccc1F	-5	0	-4	-1	x	-1.3	-1
Clc1cccc(Cl)c1C1Nc2cccc3cccc(c23)N1	0	1	2	-7	1	-2.5	-2
CN(CCCC(=O)NCc1ccc2c(c1)OCO2)S(=O)(=O)c1ccc([N+](=O)[O-])cc1	2	4	4	-1	-4	-0.4	8
Cc1ccc(-c2ccccc2[C@H]2[C@@H](CO)N(C(=O)Cc3cccnc3)[C@H]2C#N)cc1	2	-3	-1	-2	x	1.4	1
C[C@@H]1CN([C@H](C)CO)C(=O)Cc2cc(NC(=O)C3CC3)ccc2O[C@@H]1CN(C)Cc1ccc(Oc2ccccc2)cc1	-1	1	1	4	-9[16.7 µM]	-1.1	x
CN(C)C(=O)c1cccc(-c2ccc3c(c2)[C@@H]2[C@@H](CCN2C(=O)C2CCCCC2)[C@@H](CO)N3)c1	-25	x	x	x	-11[16.7 µM]	-0.4	x
CCCCCSc1nc2c(c(=O)[nH]c(=O)n2C)n1C(C)C	0	-1	4	2	-6	2.2	-1
CC1=C/C(=C(\c2ccc(O)c(C)c2)c2ccccc2S(=O)(=O)O)C=CC1=O	0	3	23	2	-8	-2.6	20
CNC[C@@H]1Oc2ccc(NC(=O)C3CC3)cc2C(=O)N([C@H](C)CO)C[C@H]1C	1	x	0	-6	-10[16.7 µM]	-0.4	1
Nn1c(SCC(=O)Nc2ccccc2C(F)(F)F)nncc1=O	4	4	-1	-6	0	-1.8	3
CCCOc1ccc(C(=O)OCC(=O)c2c(N)n(C)c(=O)n(C)c2=O)cc1OCC	-10	x	-2	1	x	-2.8	-4
C[C@@H]1Cn2cnc(C(=O)NCc3ccc(CNC(=O)OC(C)(C)C)cc3)c2C(=O)N1	-6	-4	8	5	4	-2.6	0
COCCNC(=O)/C(C#N)=C/c1nc(N(C)C)n(-c2ccc(F)cc2)c1Cl	7	3	5	-1	x	-2.5	2
Cc1ccccc1CCN(C(=O)Cn1nnc2ccccc21)C(C(=O)NC(C)(C)C)c1ccsc1 (configuration not stated)	-5	-2&-2	-9&-1	0&1	x	-1.1	-1
CC(C)CC#Cc1ccc2c(c1)O[C@H](CN(C)Cc1cccc(F)c1)[C@@H](C)CN([C@H](C)CO)S2(=O)=O	-4	-4	1	-9	44[16.7 µM]	-3.3	0
CCNc1nc(NCC)n2c(SCC(=O)Nc3cccc(F)c3)nnc2n1	-5	-4	0	10	-4	0.8	3
O=C(Cn1cncn1)c1ccc(Cl)cc1	-1	0	-2	7	1	4.2	-2
Cc1ccsc1/C=N/NC(=O)c1ccc2c(c1)OCCO2	8	2	7	3	-2	x	-3
CC(C)(C)NC(=S)NC(C)(C)C	-1	-3	0	3	x	7.4	x
C[C@@H]1CCCCO[C@H](CN(C)C(=O)c2ccncc2)[C@H](C)CN([C@H](C)CO)C(=O)c2cc(NC(=O)CCC(F)(F)F)ccc2O1	74*	x	x	x	56[16.7 µM]	0.2	x
Cc1ccc(F)c(S(=O)(=O)NC(=O)C2(C)CCN2C(=O)C2(c3ccc(Cl)cc3)CC2)c1 (configuration not stated)	1	-1	-5	-7	26	-2.6	0
O=C(O)CC1(CC(=O)Nc2ccc(F)cc2F)CCCCC1	1	-3	1	7	-1	-1.7	1
Additional records
SMILES	DENV2 CPE	SIRT5 inh	ERAP1 inh	ERp5 inh	miR-122 sensor	CFTR F508del cor	CASP6 VEID inh
CCOC(=O)c1c(C)[nH]c(C(=O)OCC(=O)c2ccccc2)c1C	-1	2	0	8	x	-2.4	2
O=C(COc1ccc(Cl)cc1)OCc1ccc(Cl)cc1	1	-3	-6	9	-12	-0.6	-5
CCOCCCn1c(C)nc2c[n+](CC(=O)c3ccc4ccccc4c3)cc(Br)c21	-2	-5	x	5	-3	1.7	-24
O=C(Cn1nc(-c2ccccc2)oc1=O)OCC(=O)c1ccc(F)c(F)c1	-14	-6	2	2	-7	-0.3	-1
COc1ccc(-c2ccc(NS(=O)(=O)c3cc([N+](=O)[O-])ccc3C)cc2)nn1	7	0	-1	2	-3	1.7	2
C[C@H](CO)N1C[C@H](C)[C@@H](CN(C)S(=O)(=O)c2ccc(F)cc2)Oc2cc(C3=CCCC3)ccc2S1(=O)=O	-5	-1	-3	-8	3[16.7 µM]	2.2	2
CCN(CC(=O)Nc1c(F)cccc1F)C(=O)c1ccc2c(c1)OCCO2	u	-2	2	5	x	0.8	3
O=C(C[C@@H]1CC[C@@H](NC(=O)c2cnccn2)[C@@H](CO)O1)NCc1ccccc1F	1	-1	0	0	-12[16.7 µM]	0.4	1
CCNC(=O)Nc1ccc2c(c1)C(=O)N(C)[C@@H]1CC[C@@H](CC(=O)NCC3CCCCC3)O[C@@H]1CO2	15	4	-1	-4	4[16.7 µM]	-4.3	0
C[C@@H]1CCCCO[C@@H](CN(C)Cc2ccncc2)[C@H](C)CN([C@@H](C)CO)C(=O)c2cc(NS(=O)(=O)c3cccs3)ccc2O1	1	-5	4	6	2[16.7 µM]	0.2	1
CCC(=O)N[C@H]1CC[C@H](CCn2cc(-c3cccc(OC)c3)nn2)O[C@H]1CO	6	-3	-1	1	x	-1.2	2
COc1ccc(N2Cc3ccccc3C2=NC(=O)c2ccc(C)cc2)cc1OC	-4	-3	3	13	-1	-1.6	0
CC1CC(C)CN(C(=O)COC(=O)CNC(=O)C23CC4CC(CC(C4)C2)C3)C1 (configuration not stated)	x	-2	-2	1	x	0.4	-2
O=C(C1CCCN(Cc2ccc(F)cc2)C1)N1CCCCC1 (configuration not stated)	5	-1	1	1	x	3.1	-2
O=C(C[C@@H]1C=C[C@@H](NC(=O)Cc2cccnc2)[C@H](CO)O1)NCc1ccc2c(c1)OCO2	-6	-3	-1	-1	6[16.7 µM]	3.8	-1
CCOC(=O)C1CCN(C(=O)C(C)c2ccc([N+](=O)[O-])cc2)CC1 (configuration not stated)	3	1	-2	4	x	x	2
COc1ccc(CN(N=O)C2CC(=O)N(c3ccc(OC)cc3)C2=O)cc1 (configuration not stated)	1	0	1	6	3	-1.5	11
N#Cc1c(SCC(=O)Nc2nncs2)sc2c(O)cc(=O)[nH]c12	3	43*	0	3	6	1.1	84*
COC(=O)[C@@]12C[C@@H](CC(=O)N3CCN(C(=O)C4CC4)CC3)C(=O)N(Cc3cccc4ccccc34)C1=CCC(C)(C)C2	5	5	x	3	x	-3.0	4
Cc1nn(-c2ccccc2)c(C)c1-c1ccccc1O	-4	-1	-1	-4	-1	1.3	1
COC(=O)CSc1nc(C)cc(Oc2ccccc2)n1	-2	x	1	11	6	-1.6	-1
Cc1c(C)n2c(SCC(=O)N3CC(C)OC(C)C3)nnc2[nH]c1=O (configuration not stated)	9	-2	2	2	-5	-1.0	1
O=C(O)CC/C(=C\c1ccccc1[N+](=O)[O-])c1nc2ccccc2s1	3	2	-6	-2	4	-1.7	6
CS(=O)(=O)N1Cc2cc(C(=O)NCC3CC3)nc(-c3cccc(-c4cncnc4)c3)c2[C@H]1CCO	-3	-1	-2	2	x	1.3	-1
